Efflux pump mplx: blocks antifungal efflux pumps in multiplex yeast assay | S. cerevisiae Candida pump triplex, Nile Red efflux | inhibition, % at 10 µM | 0.44% of 330,000 active;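 active means plate passing quality check with inhibition over a set limit, or well fluorescence over plate mean plus 4 SD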;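 further: Nile Red retained in pooled yeast measured as flow cytometry median fluorescence; 0% = buffer negative control and 100% = Enniatin B positive control; higher means more Nile Red kept so more efflux inhibition; some compounds called inactive have numbers as strong as hits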
TPT1 inhibitor: inhibitors of Candida albicans tRNA 2'-phosphotransferase TPT1 | recombinant caTPT1, FP RNA substrate dephosphorylation | inhibition, % at 5 µM | 0.81% of 300,000 active | AID 1962;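 active means inhibition above the mean of all tested compounds plus 3 SD, set per screening campaign, cut at about 24% in these data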;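 further: plate controls were DMSO alone for no effect and ferristatin control at 100 nM for full effect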
PREPL inhibitor: inhibits the human prolyl oligopeptidase-like enzyme; inhibition, % at 5.96 µM; 0.68% of 320,000 active; recombinant PREPL, fluorescence polarization activity-based probe; Q4J6C6; in the data active means inhibition above about 43%;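 further: 0% = enzyme with DMSO and 100% = wells lacking enzyme; many of its hits are not listed in these tables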
Fh CTSL1 inh: cathepsin L1 inhibition, PFM18AAP counter-screen; inhibition, % at 5.96 µM; 0.49% of 300,000 active; recombinant F. hepatica cathepsin L1, Z-Leu-Arg-MCA fluorescence;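 active means inhibition above the mean of all tested compounds plus 3 SD, set per screening campaign, cut at about 17% in these data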;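 further: 0% = plate median of test compound wells and 100% = 1 µM Z-Phe-Ala-diazomethylketone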
PP5 primary: PP5 (human) phosphatase inhibition; P53041; purified PP5c, OMFP substrate fluorescence; inhibition, % at 6.7 µM; 0.18% of 320,000 active; AID 1987;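 active means inhibition above the campaign's mean inhibition across all tested compounds plus 3 SD, cut at about 9.5% in these data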;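 further: 0% = DMSO only and 100% = 100 µM cantharidin control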
PP1 inh: PP1-alpha (human) inhibition in PP5 counter-screen | P62136 | purified PP1alpha, OMFP fluorescence | inhibition, % at 6.7 µM | 0.9% of 320,000 active;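 active means inhibition above the mean inhibition of all tested compounds plus 3 SD, computed separately for each screening campaign, cut at about 15% in these data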
Target sequence (P62136 whole entry, looked up): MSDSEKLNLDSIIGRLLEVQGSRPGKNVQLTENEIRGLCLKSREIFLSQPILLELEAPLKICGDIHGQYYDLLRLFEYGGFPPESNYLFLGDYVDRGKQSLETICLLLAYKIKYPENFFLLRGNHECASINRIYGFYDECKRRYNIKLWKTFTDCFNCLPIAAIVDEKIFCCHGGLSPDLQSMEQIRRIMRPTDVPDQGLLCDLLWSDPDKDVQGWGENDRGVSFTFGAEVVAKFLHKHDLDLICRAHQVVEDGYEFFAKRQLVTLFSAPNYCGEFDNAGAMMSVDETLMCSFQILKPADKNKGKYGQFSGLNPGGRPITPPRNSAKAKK
LYPLA2 counter: blocks human lysophospholipase 2, a PME1 counter-screen; O95372; recombinant LYPLA2, FP-Rh probe fluorescence polarization; inhibition, % at 5.9 µM; 0.38% of 320,000 active; AID 2177;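 active means inhibition above the screen-wide mean plus 3 SD, limit set per campaign, cut at about 26% in these data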;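 further: 0% = LYPLA2 with DMSO and 100% = wells lacking LYPLA2 enzyme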
Target sequence (O95372 whole entry, looked up): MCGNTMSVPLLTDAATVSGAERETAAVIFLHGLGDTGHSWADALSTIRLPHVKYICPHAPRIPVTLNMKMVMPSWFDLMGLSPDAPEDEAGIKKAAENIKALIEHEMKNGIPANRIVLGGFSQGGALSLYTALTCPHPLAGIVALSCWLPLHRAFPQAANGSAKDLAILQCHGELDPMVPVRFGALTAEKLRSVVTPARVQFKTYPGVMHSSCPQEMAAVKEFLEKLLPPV
HCV core dimer: HCV core protein dimerization inhibition; TR-FRET GST/Flag-core106 dimerization, 1536-well; inhibition, % at 5 µM; 0.33% of 300,000 active; AID 1899;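 active means inhibition above the mean of all tested compounds plus 3 SD, set per screening campaign, cut at about 45% in these data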
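Test system: GST/Flag-tagged HCV core106 proteins; Medium: KF-containing HEPES buffer, pH 7.45, DTT, CHAPS, BSA; Times: compound-protein-antibody incubation 4 h at 22.5 °C; Detection: TR-FRET 671 and 617 nm emission; Benchmarks: wells lacking GST-core106 and wells with excess unlabelled core106.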
JMJD2C inh: inhibitors of human GASC-1 (JMJD2C) demethylase; 0.069% of 330,000 active; GST-JMJD2C(1-420) H3K9me3 demethylation, DELFIA europium; inhibition, % at 2.35 µM;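 active means more than half of a compound's replicate wells show inhibition beyond 50%, single wells judged on their own value; inconclusive means some, but no more than half, of replicates pass 50% inhibition; inactive means no replicate passes 50% inhibition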;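 further: signal counts dimethyl H3K9 product captured on neutravidin plate; 0% = median of DMSO wells and 100% = 0.3 times that DMSO median; strong numbers were not always called active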
Target sequence (Q9H3R0 1-420 limits assumed): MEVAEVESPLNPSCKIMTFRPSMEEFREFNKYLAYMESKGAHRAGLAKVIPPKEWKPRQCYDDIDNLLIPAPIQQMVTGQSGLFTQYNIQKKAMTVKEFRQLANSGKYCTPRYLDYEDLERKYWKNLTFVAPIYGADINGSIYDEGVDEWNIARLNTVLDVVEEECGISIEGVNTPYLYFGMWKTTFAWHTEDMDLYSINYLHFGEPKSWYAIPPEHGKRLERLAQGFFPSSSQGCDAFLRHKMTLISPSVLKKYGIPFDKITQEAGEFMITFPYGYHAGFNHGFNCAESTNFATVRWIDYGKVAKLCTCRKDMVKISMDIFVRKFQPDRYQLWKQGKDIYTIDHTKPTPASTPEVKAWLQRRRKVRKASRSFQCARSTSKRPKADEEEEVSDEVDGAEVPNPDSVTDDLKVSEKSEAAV
* = called active by the depositor; ? = inconclusive; . = not tested or not shown.

item	SMILES	Efflux pump mplx	TPT1 inhibitor	PREPL inhibitor	Fh CTSL1 inh	PP5 primary
1	CCCCCn1c(CN2CCN(c3cccc(Cl)c3)CC2)nc2c1c(=O)n(C)c(=O)n2C	0.1	1	42	0	0.9
2	COc1ccc(-c2nn(-c3ccccc3)cc2C(=O)N(C)CC(=O)Nc2ccc(N3CCOCC3)cc2)cc1	-0.2	3	-2	-2	1.1
3	C=C1C(C(=O)N2CCN(C)CC2)C1C(=O)N1CCN(C)CC1 (stereo not given)	0.0	-6	-3	1	0.7
4	CC(=O)Nc1ccc(N2C(=O)CCC2=O)cc1C	-0.2	1	6	-2	-0.7
5	S=C(NCC1CCCO1)Nc1ccc(Cl)c(Cl)c1 (stereo not given)	-0.4	-1	4	1	1.5
6	CC(=O)c1c(C)[nH]c(C(=O)Nc2cccnc2)c1C	-0.1	-1	7	-2	2.5
7	Cc1ccc2c(C)nc(Nc3nc(CSc4nnc(C)s4)cc(=O)[nH]3)nc2c1	0.1	0	2	1	0.1
8	Cc1cc(S(=O)(=O)NC2CCCC2)ccc1F	0.0	-1	-5	0	0.4
9	O=C(NCCc1c[nH]c2ccccc12)c1ccc(S(=O)(=O)NCc2ccco2)cc1	-0.1	-1	18	1	1.3
10	N/C(=N\OC(=O)c1cc(Br)ccc1Cl)c1ccccn1	1.3	2	22	3	3.0

item	PP1 inh	LYPLA2 counter	HCV core dimer	JMJD2C inh
1	-1	-1	1	-5
2	6	1	-1	-2
3	-4	5	0	7
4	1	2	1	-5
5	-1	5	9	0
6	-1	7	-4	2
7	0	1	2	1
8	1	0	0	-6
9	-1	3	25	?
10	-5	1	2	86

The listing continues:
item	SMILES	Efflux pump mplx	TPT1 inhibitor	PREPL inhibitor	Fh CTSL1 inh	PP5 primary
11	COc1ccc(CCn2c3c(c(=O)[nH]c2=O)C(NC(=O)c2cccs2)(C(F)(F)F)C(=O)N3)cc1OC (stereo not given)	0.0	-2	-2	1	3.2
12	Cc1ccccc1N1CC(C(=O)Nc2ccc3c(c2)OCO3)CC1=O (stereo not given)	-0.1	3	7	-5	1.4
13	Fc1cc(F)c2nc(N3CCCC3)sc2c1	-0.1	-5	-9	-4	0.3
14	O=C(O)CC/C(=N/Nc1ncc(C(F)(F)F)cc1Cl)C(=O)O	-0.1	0	-10	2	0.8
15	COc1cc(-c2noc(CCCC(=O)Nc3cccnc3)n2)cc(OC)c1OC	-0.2	-3	9	9	-0.5
16	COc1ccc2[nH]c3c(=O)n(CCCCCC(=O)NCCC(C)C)c(=S)[nH]c3c2c1	0.1	0	4	-1	-2.4
17	CN(c1ccccc1)S(=O)(=O)c1cccc(NC(=O)CN2CCCc3ccccc32)c1	0.2	37*	16	7	1.2
18	CSCCCN1CCCC(CO)(Cc2ccc(F)cc2)C1 (stereo not given)	0.0	2	-3	6	-1.0
19	CCOc1ccc(OCCC(=O)OCC(=O)NCc2ccccc2)cc1	-0.1	-4	14	-19	1.8
20	COc1ccc(C(=O)OCC(=O)N2C(C)CCCC2C)cc1[N+](=O)[O-] (stereo not given)	-0.1	-1	-3	-5	0.7

item	PP1 inh	LYPLA2 counter	HCV core dimer	JMJD2C inh
11	0	3	-7	3
12	-1	7	7	1
13	-5	4	2	-26
14	0	0	2	-35
15	1	6	-2	10
16	-3	-13	10	8
17	4	1	6	-7
18	-1	3	4	4
19	1	5	-4	-5
20	-3	4	1	-45

TPT1 inhibitor: what is marked active above
No. | mol | Efflux pump mplx | TPT1 inhibitor | PREPL inhibitor | PP5 primary | HCV core dimer | JMJD2C inh
17 | CN(c1ccccc1)S(=O)(=O)c1cccc(NC(=O)CN2CCCc3ccccc32)c1 | 0.2 | 37* | 16 | 1.2 | 6 | -7

Carrying on.
item	SMILES	Efflux pump mplx	TPT1 inhibitor	PREPL inhibitor	Fh CTSL1 inh	PP5 primary
21	COc1ccccc1N1CCN(C(=O)/C=C/c2cccs2)CC1	0.0	-2	12	7	1.1
22	COc1ccc(S(=O)(=O)N2CCOCC2)cc1NC(=O)CSc1ccc(F)cc1	0.0	.	15	.	3.7
23	COc1ccc(N2CC(NS(=O)(=O)c3cccs3)CC2=O)cc1 (stereo not given)	0.0	-2	-2	1	1.9
24	CCCCNc1c(-c2ccc(SC(C)CC)c(OC)c2)nc2ccc(C)cn12 (stereo not given)	0.0	-2	10	0	4.9
25	COc1ccccc1C(=O)NC(=O)Nc1c(C)cc(C)cc1C	0.1	-3	1	4	1.6
26	O=C(NCC1CCCO1)c1cc2nc(-c3ccco3)cc(C(F)(F)Cl)n2n1 (stereo not given)	0.1	-8	14	6	-7.3
27	CCCCNc1ccc(S(=O)(=O)c2cccc([N+](=O)[O-])c2)cc1[N+](=O)[O-]	-0.1	-1	13	3	3.3
28	COc1ccc(-c2ccc(C(=O)O)o2)c([N+](=O)[O-])c1	0.0	-10	-4	0	0.8
29	O=C(CN1C(=O)CC(c2ccccc2)S(=O)(=O)c2ccccc21)N1CCCCC1 (stereo not given)	0.3	0	6	4	-1.0
30	COc1cc(/C=C2/SC(=O)N(Cc3ccccc3)C2=O)ccc1OCc1ccncc1	0.1	1	-1	-2	1.1

item	PP1 inh	LYPLA2 counter	HCV core dimer	JMJD2C inh
21	-1	1	3	-6
22	-1	5	.	4
23	0	3	1	-3
24	10	-8	-15	-2
25	7	1	-2	3
26	8	-2	-15	-1
27	3	5	-1	0
28	-2	2	2	4
29	-3	-4	-2	-8
30	1	0	12	-11

(more compounds)
item	SMILES	Efflux pump mplx	TPT1 inhibitor	PREPL inhibitor	Fh CTSL1 inh	PP5 primary
31	O=S(=O)(NCc1ccccc1)c1ccc(S(=O)(=O)N(Cc2cccs2)CC2CCCO2)cc1 (stereo not given)	0.3	0	17	-2	5.2
32	COC(=O)c1ccc(NC(=O)CCN2C(=O)NC(C)(C)C2=O)cc1	0.1	.	11	.	2.0
33	Cc1cc(=O)oc2ccc(OC(=O)CN3C(=O)c4cccc([N+](=O)[O-])c4C3=O)cc12	-0.1	-3	2	-2	2.3
34	CCC(C)OC(=O)n1ccc(C(=O)Nc2nccs2)n1 (stereo not given)	0.0	-2	7	-3	1.8
35	CCN(C(=O)COC(=O)c1ccc(S(=O)(=O)N2CCCc3ccccc32)cc1)C1CCS(=O)(=O)C1 (stereo not given)	-0.1	-1	-1	-1	0.6
36	COc1cc(NC(=O)c2cc(S(=O)(=O)N3CCCCC3)c[nH]2)cc(OC)c1	-0.2	-1	-2	-2	-1.9
37	S=C1NC2(CCCCC2)Nc2ccccc21	0.3	0	-1	-1	1.5
38	CC(C)(C)NC(=O)NC(=O)COC(=O)c1c(F)cccc1Cl	0.1	7	3	0	-0.1
39	C=CCN=C(C)C1=C(O)C(C)OC1=O (stereo not given)	0.3	2	10	2	-0.1
40	COc1ccc(C(=O)/C=C/c2ccccc2C(F)(F)F)cc1	0.0	4	0	2	5.1

item	PP1 inh	LYPLA2 counter	HCV core dimer	JMJD2C inh
31	2	-3	3	3
32	-3	1	.	2
33	4	9	18	-4
34	-3	7	2	6
35	1	-1	7	2
36	18*	-22	8	8
37	-4	-5	7	-2
38	-6	-3	0	-1
39	0	3	-4	-1
40	-2	3	3	.

(further entries)
item	SMILES	Efflux pump mplx	TPT1 inhibitor	PREPL inhibitor	Fh CTSL1 inh	PP5 primary
41	Cc1nn2c(CN(C(=O)COc3ccccc3)c3ccccc3)nnc2c2ccccc12	-0.4	-3	1	5	-0.5
42	COc1ccc(-c2cc(C(=O)OCC(=O)N(C)C)c3ccccc3n2)cc1	0.0	-7	1	0	-0.7
43	CCCc1c(C(=O)N/N=C(\C)CCc2ccccc2)nnn1-c1nonc1N	0.1	-1	11	8	0.4
44	O=c1c2ccccc2c(-c2ccc(F)cc2)nn1-c1ccc(C(F)(F)F)cc1	-0.2	-4	-1	1	1.5
45	Cn1cc(C(=O)N/N=C/C(Br)=C\c2ccccc2)ccc1=O	0.0	-4	8	-1	2.0
46	COc1ccc(-c2cc(C(=O)N/N=C/c3cc(OC)c(OC)cc3OC)c3ccccc3n2)cc1	-0.1	-8	-5	2	-1.2
47	O=C(O)/C=C\c1cccc(-n2nnnc2SCc2ccccc2F)c1	0.0	-1	1	0	-1.1
48	O=C(c1ccc(Cl)c(S(=O)(=O)N2CCCCCC2)c1)N1CCOCC1	0.1	-4	9	2	2.7
49	COc1ccc(NC(=O)CC2C(=O)N(c3ccc(Cl)cc3)C(=S)N2NC(=O)c2cccc(F)c2)cc1 (stereo not given)	1.9	-2	7	-4	2.9
50	CN(C)c1ccc(P(=O)(OC2CCCCC2)C(O)c2ccccn2)cc1 (stereo not given)	0.0	0	-8	-3	1.3

item	PP1 inh	LYPLA2 counter	HCV core dimer	JMJD2C inh
41	2	0	10	-1
42	-5	1	6	-4
43	-9	2	-18	-12
44	2	-8	-2	18
45	-1	3	-5	-5
46	-3	-1	5	-3
47	-4	5	2	4
48	0	0	2	27
49	3	-4	5	-3
50	-2	0	-1	-3

The results go on.
item	SMILES	Efflux pump mplx	TPT1 inhibitor	PREPL inhibitor	Fh CTSL1 inh	PP5 primary
51	O=C(Nc1ccc(S(=O)(=O)Nc2nccc(C3Cc4ccccc4C(=O)O3)n2)cc1)c1ccccc1 (stereo not given)	0.0	-3	9	4	0.9
52	COCCCN(C(=O)Nc1ccc(C)c(C)c1)C(C)c1ccccn1 (stereo not given)	0.1	3	1	-2	3.5
53	O=C(CSc1ccc(Cl)cc1)Nc1nnc(-c2cccc([N+](=O)[O-])c2)s1	-0.1	0	25	3	2.6
54	Cc1ccc(-c2nnc(N3CC(C)OC(C)C3)c3ccccc23)cc1 (stereo not given)	0.0	2	-5	2	-0.5
55	COC(=O)CSc1nnc(CNC(=O)c2cccs2)n1-c1cc(OC)ccc1OC	0.0	1	1	0	-1.9
56	COc1ccc2[nH]c(C)c(CCN(Cc3cccs3)C(=S)Nc3cccc(F)c3)c2c1	0.1	-9	15	-2	3.6
57	COc1ccc(C(C)NC(=O)Cc2cccs2)cc1OC (stereo not given)	0.3	3	12	-2	1.1
58	COc1cc(C)c(CN2CCN(S(=O)(=O)c3ccc(Cl)s3)CC2)cc1OC	-0.1	.	22	.	4.5
59	CC(CCN1CCN=C1Nc1ccccc1)c1ccccc1 (stereo not given)	0.1	-3	6	1	-0.2

item	PP1 inh	LYPLA2 counter	HCV core dimer	JMJD2C inh
51	-2	2	-2	-3
52	-3	2	5	-1
53	3	-4	22	13
54	-4	0	6	-1
55	4	5	-3	.
56	1	3	11	-10
57	-5	-5	1	3
58	-2	1	.	2
59	-3	1	3	15

As entered above.
TPT1 inhibitor result of COc1ccc2[nH]c(C)c(CCN(Cc3cccs3)C(=S)Nc3cccc(F)c3)c2c1 = -9
LYPLA2 counter result of COc1cc(C)c(CN2CCN(S(=O)(=O)c3ccc(Cl)s3)CC2)cc1OC = 1

Three structures out of the list, ordered by count of non-hydrogen atoms, highest first:
item	SMILES	Efflux pump mplx	TPT1 inhibitor	PREPL inhibitor	Fh CTSL1 inh	PP5 primary
56	COc1ccc2[nH]c(C)c(CCN(Cc3cccs3)C(=S)Nc3cccc(F)c3)c2c1	0.1	-9	15	-2	3.6
59	CC(CCN1CCN=C1Nc1ccccc1)c1ccccc1 (stereo not given)	0.1	-3	6	1	-0.2
57	COc1ccc(C(C)NC(=O)Cc2cccs2)cc1OC (stereo not given)	0.3	3	12	-2	1.1

item	PP1 inh	LYPLA2 counter	HCV core dimer	JMJD2C inh
56	1	3	11	-10
59	-3	1	3	15
57	-5	-5	1	3

Bioassay records from PubChem BioAssay.

This is a subset; count on the stated rates, not on these rows.
